AMA1 RON2 block = qHTS for Inhibitors of AMA1-RON; Towards Development of Antimalarial Drug Lead: Primary Screen; Plasmodium falciparum AMA1 (3D7) - RON2 peptide interaction; AlphaScreen AMA1-biotinylated RON2 peptide binding; Potency, µM (top dose mostly 58.2 µM), inactives show at the highest dose activity change, negative = inhibition, usual class: inhibitors; hit rate 0.2% among 360,000;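 further: potency means the concentration at half of the fitted maximal effect; 0% = vehicle wells and -100% = peptide control; nearly all actives have a fitted effect of over 45% in size; some results filed as inactive show a strong effect at the top dose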
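AMA1 (3D7) with his tag at 25 nM final met compounds first, then biotinylated RON2 peptide at 25 nM; detection used donor plus acceptor beads, 10 µg/mL apiece, read by AlphaScreen after 30 min at room temperature.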
HCMV antiviral = qHTS Assay for inhibitors of the human cytomegalovirus (HCMV) | HFF cells, HCMV-luciferase reporter, 72 h; active compounds read low | activity change, negative = inhibition, % at 57.5 µM | hit rate 4.5% among 410,000; in the data active means activity change below about -60%; inconclusive means no clear call, values can overlap the other calls; inactive means above about -39%
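Inhibition of viral replication was scored as loss of reporter luminescence in HFFs infected with HCMV-luciferase (MOI 1 PFU/cell) for 72 h; compounds tested at 2 doses, normalized to buffer and Salinomycin controls.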
Giardia FBPA inh = qHTS Assay for Inhibitors of Fructose-1,6-bisphosphate Aldolase from Giardia Lamblia; A8B2U2; purified Giardia FBPA; Potency, µM (titrated, usually from 59.6 µM), for inactives: at the highest dose activity, negative = inhibition, hits mostly inhibitors; hit rate 0.71% among 290,000; AID 2451, 2010; further: potency means the concentration at half of the fitted maximal effect; nearly all actives have a fitted effect of over 55% in size
Target sequence (A8B2U2 whole entry, looked up): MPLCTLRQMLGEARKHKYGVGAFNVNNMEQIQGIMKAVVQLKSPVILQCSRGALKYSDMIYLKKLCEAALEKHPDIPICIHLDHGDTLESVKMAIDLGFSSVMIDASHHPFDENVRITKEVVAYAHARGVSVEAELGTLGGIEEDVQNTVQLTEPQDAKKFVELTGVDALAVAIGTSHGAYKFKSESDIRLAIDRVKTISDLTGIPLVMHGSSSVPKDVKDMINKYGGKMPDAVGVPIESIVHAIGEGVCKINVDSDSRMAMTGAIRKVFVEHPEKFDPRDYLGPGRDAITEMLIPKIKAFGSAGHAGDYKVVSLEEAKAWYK
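Giardia FBPA (40 nM reagent) was preincubated 10 min at RT with compound (up to 57.5 uM final), then substrate plus GAPDH/TPI/NAD/arsenate coupling system with diaphorase/resazurin was added; resorufin fluorescence (525/598 nm) was read after 20 min.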
AmpC detergent = qHTS Inhibitors of AmpC Beta-Lactamase (assay with detergent); AID 485294, 2010; P00811; Potency, µM (top dose mostly 114 µM), without a hit: at the highest dose activity change, negative = inhibition, hits mostly inhibitors; AmpC hydrolysis of nitrocefin, absorbance 480 nm, 0.01% Triton; hit rate 0.041% among 370,000;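 further: potency means the concentration at half of the fitted maximal effect; 0% = no-compound wells and -100% = no-enzyme wells; nearly all actives have a fitted effect of over 25% in size; some results filed as inactive show a strong effect at the top dose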
Target sequence (P00811 whole entry, looked up): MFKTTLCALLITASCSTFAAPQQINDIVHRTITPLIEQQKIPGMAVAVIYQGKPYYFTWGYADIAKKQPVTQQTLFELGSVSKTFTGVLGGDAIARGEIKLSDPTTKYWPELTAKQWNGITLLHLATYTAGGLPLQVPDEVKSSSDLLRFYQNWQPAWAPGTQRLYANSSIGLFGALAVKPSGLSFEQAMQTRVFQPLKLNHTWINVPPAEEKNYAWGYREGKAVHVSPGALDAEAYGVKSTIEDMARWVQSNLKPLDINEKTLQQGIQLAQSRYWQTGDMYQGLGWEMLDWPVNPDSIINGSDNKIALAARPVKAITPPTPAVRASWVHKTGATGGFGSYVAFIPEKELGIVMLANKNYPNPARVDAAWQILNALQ
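20 mM phosphate pH 7.0 + 0.01% (detergent screen) or 0.0001% Triton X-100; 5.3 nM AmpC reagent; cpd preinc 15 min RT; nitrocefin (800 uM stock) to start; A480 q20 s × 4 min; Activity was normalised to no-enzyme and no-compound control wells.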
AmpC no deterg = qHTS Inhibitors of AmpC Beta-Lactamase (assay without detergent). Potency, µM (highest dose often 57.1 µM), without a hit: at the top dose activity change, negative = inhibition, hits mostly inhibitors. AmpC nitrocefin hydrolysis, absorbance 480 nm, 0.0001% Triton. hit rate 0.52% among 330,000. P00811;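 further: potency means the concentration at half of the fitted maximal effect; plate controls were no compound for no effect and no enzyme for full effect; nearly all actives have a fitted effect of over 20% in size; some results filed as inactive show a strong effect at the top dose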
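AmpC (5.3 nM in the dispensed reagent) in 20 mM phosphate pH 7.0 with 0.01% (detergent screen) or 0.0001% Triton X-100 was preincubated with compounds for 15 min at room temperature. Nitrocefin was then added from an 800 uM solution, and hydrolysis was followed at 480 nm.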
Sm TGR inh = qHTS Assay for the Inhibitors of Schistosoma Mansoni Peroxiredoxins | AID 485364, 2010 | Potency, µM (series often up to 114 µM), inactives show top-dose activity change, negative = inhibition, actives largely listed as inhibitors | hit rate 3% among 360,000 | purified TGR, DTNB reduction, TNB absorbance 405 nm | Schistosoma mansoni thioredoxin glutathione reductase (TGR), Q962Y6; further: potency means the concentration at half of the fitted maximal effect; nearly all actives have a fitted effect of over 60% in size
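TGR 20 nM + NADPH 100 uM (dispensed conc.), cpd preinc 15 min RT; start with NADPH (500 uM addition) then DTNB (15 mM addition). Kinetic TNB absorbance, 405 nm filter. Four-parameter Hill fit across titration.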
An asterisk follows results filed as active; ? = inconclusive; . = not tested or not shown; & = joins results of further samples; [ ] = dose if it differs, or a comment. Unless noted, the call rests on the fitted dose curve; in most records, active means well fitted curve in the direction sought with a large enough effect; inconclusive means small, poorly fitted or top-dose-only effect, or another doubt; inactive means no such curve, though single readings can be large; an effect the other way counts as inactive or inconclusive. Unless noted, on the % scale 0 is the no-effect control and ±100 the full control effect.

SMILES	AMA1 RON2 block	HCMV antiviral	Giardia FBPA inh	AmpC detergent	AmpC no deterg	Sm TGR inh
CCCC1CCC(=NNC(=O)OC(C)(C)C)CC1 (stereo unspecified)	-7%	40	-3%	-9%	-3%	-4%
CCN1CCc2nc3sc(C(=O)c4ccccc4)c(N)c3cc2C1	.	10	.	17%	.	-2%
Cc1n[nH]c(C)c1S(=O)(=O)N(CC(=O)NC1CCCC1)c1ccc(C(C)C)cc1	-9%	.	8%	5%	79%[activator]	-4%
O=C(CN1CCCCC1)Nc1cc(S(=O)(=O)N2CCOCC2)ccc1N1CCCC1	14%	0	.	-12%	-11%	-5%
CNC(=S)NC1CC2CCC(C1)N2Cc1ccccc1 (stereo unspecified)	-1%	-24	3%	-14%	-16%	0%
CCCCCn1c(=O)[nH]c2cc(C(=O)NCCN(CC)CC)ccc2c1=O	1%	-9	5%	?	-4%	5%
COc1ccc(N2CCOCC2)c(NC(=O)COc2cccc(C)c2C)c1	-5%	-38	.	1%	-17%	1%
Cc1nc2ccn(Cc3cccs3)c(=O)c2cc1C(=O)N1CCN(c2ccccc2F)CC1	.	88	.	-2%	.	-4%
CC(Oc1ccc(Cl)cc1)C(=O)Nc1sccc1C(N)=O (stereo unspecified)	-3%	?	-8%	0%	-40%	-10%
O=C(CSc1nnc2c(n1)[nH]c1ccccc12)NCc1ccccc1F	-9%	-6	-17%	-2%	-12%	-2%
CCCC(C)NC(=O)COc1ccc(S(=O)(=O)N2CCCC2)cc1 (stereo unspecified)	-4%	-11	1%	3%	10%	.
COc1ccc(S(=O)(=O)N(C)C)cc1NC(=O)Cc1ccc(S(=O)(=O)N2CCOCC2)s1	-4%	-22	.	-14%	17%	-10%
Cc1nc2nc(NCc3cccc(Br)c3)[nH]n2c(=O)c1Cc1ccccc1	.	-3	.	14%	.	1%
O=C(c1ccco1)N1CCN(C(=O)c2cc(-c3ccccn3)nc3ccc(Cl)cc23)CC1	9%	40	-30%	3%	108%[activator]	7.9µM*
CCOC(=O)c1ccc(NC2c3ccccc3C(=O)N2c2ccccn2)cc1 (stereo unspecified)	13%	13	-14%	-7%	-18%	6%
O=C(O)CCC(=O)Nc1cccc(C(=O)Nc2cccc(Cl)c2)c1	49%[activator]	13	0%	-10%	-15%	?
COc1ccc(N2CCN(CCNC(=O)C3CCN(S(=O)(=O)c4cccs4)CC3)CC2)cc1	-8%	-36	4%	6%	54%	-18%
CC(C)Oc1ccc(S(=O)(=O)N2CCCCC2)cc1NC(=O)C1=COCCO1	13%	-20	.	-5%	2%	0%
Cc1ccc(S(=O)(=O)c2c(N)n(NC(=O)C3CC3)c3nc4ccccc4nc23)cc1	2%	-22	3%	-13%	-24%	-19%
O=C(Nc1ccccc1[N+](=O)[O-])c1cccc(N2C(=O)CCC2=O)c1	3%	1	1%	-1%	-6%	4%
CCS(=O)(=O)C1=NSC2=NC(=O)/C(=C\c3ccc(OS(=O)(=O)c4ccccc4)cc3)C(=N)N21	8%	.	0%	?	-43%	-7%
CC(=O)Nc1ccc(C(=O)Nc2ccc3c(c2)N(C2CCCC2)C(=O)c2ccccc2S3)cc1	.	-83*	.	1%	.	-2%
Cc1sc2nc(C3CC3)nc(N3CCN(C(=O)c4ccc(F)cc4)CC3)c2c1C	-16%	-81*	.	2%	44%	11%
O=C(Cn1c(NCCO)nc2ccccc21)c1ccc(F)cc1	-3%	-3	?	1%	-8%	0%
COc1ccccc1CNS(=O)(=O)c1c(C(=O)N2CCCC2)c(C)n(C)c1C	-1%	19	1%	-5%	23%	-25%

A draw from above in order of molar mass, smallest number first.
SMILES	AMA1 RON2 block	HCMV antiviral	Giardia FBPA inh	AmpC detergent	AmpC no deterg	Sm TGR inh
CCCC1CCC(=NNC(=O)OC(C)(C)C)CC1 (stereo unspecified)	-7%	40	-3%	-9%	-3%	-4%
CCCCCn1c(=O)[nH]c2cc(C(=O)NCCN(CC)CC)ccc2c1=O	1%	-9	5%	?	-4%	5%
Cc1n[nH]c(C)c1S(=O)(=O)N(CC(=O)NC1CCCC1)c1ccc(C(C)C)cc1	-9%	.	8%	5%	79%[activator]	-4%

Later entries:
SMILES	AMA1 RON2 block	HCMV antiviral	Giardia FBPA inh	AmpC detergent	AmpC no deterg	Sm TGR inh
O=C1Nc2ccccc2C(O)(C(=O)NCc2ccco2)N1c1ccc(Cl)cc1 (stereo unspecified)	-3%	.	2%	-3%	-19%	-22%
O=C(COCC(=O)Nc1cccc(C(F)(F)F)c1)Nc1cccc(C(F)(F)F)c1	0%	?	-12%	2%	35%	-2%
COc1ccc(C2NC(=O)NC(C)=C2[N+](=O)[O-])cc1 (stereo unspecified)	-5%	18	5%	?	-12%	-9%
COc1ccc(NC(=O)C2CCCCN2S(=O)(=O)c2ccc(F)cc2)cc1 (stereo unspecified)	0%	37	-17%	12%	3.2µM*	6%
CCc1nn(CC(=O)N2CCCCC2)c(=O)c2cc3occc3n12	.	3	.	26%	.	8%
Cc1ccc(NS(=O)(=O)c2ccc(-n3cccn3)cc2)c(Br)c1	0%	-25&-27	.	15%	.	3%
CC(C)n1cc(/C=C2/SC(=O)N(CC(=O)N3CCCC3)C2=O)c2ccccc21	9%	18	1%	-2%	16%	3%
O=C(c1cccs1)N(c1ccc(Br)cc1)C1C=CS(=O)(=O)C1 (stereo unspecified)	0%	?	2%	1%	-20%	-2%
COc1cc(OC)c(N(C)C(=O)c2cn(C)c(=O)c3cc(OC)c(OC)cc23)cc1Cl	9%	12&-8	1%	-14%&-1%	68%[activator]	-23%&-3%
O=C(Cc1ccccc1)N(Cc1cccnc1)c1nc2c(F)cc(F)cc2s1	.	0	.	-8%	.	6%
COc1ccc(NC(=O)c2cc3c(CO)cnc(C)c3oc2=Nc2cc(OC)cc(OC)c2)cc1	1%	14	17%	-6%	4%	3%
CCOC(=O)c1nnsc1-c1ccc(-c2snnc2C(=O)OCC)cc1	0%	6	8%	-1%	-16%	9%
CCc1ccc(N2CN=c3s/c(=C\c4ccccc4)c(=O)n3C2)cc1	19%	1	4%	14%	-44%	12%
Cc1cccc(N(C(=O)c2snc(C(N)=O)c2N)C(C(=O)NC2CCCC2)c2ccncc2)c1 (stereo unspecified)	3%	-35	.	0%	-5%	5%
CC(OC(=O)c1n[nH]c2ccccc12)C(=O)Nc1ccccc1[N+](=O)[O-] (stereo unspecified)	-17%	86	.	-3%	-25%	-7%
CC(OC(=O)c1cccc(NS(C)(=O)=O)c1)C(=O)Nc1ccc2c(c1)OCO2 (stereo unspecified)	-4%[11.6 µM]	3	.	?	-12%	1%
COc1ccc([N+](=O)[O-])cc1NC(=O)CCC(=O)c1cccs1	-18%	44	-2%	0%	-14%[11.4 µM]	7%
COc1ccc(C(=O)C2CCCN(Cc3c(O)cccc3OC)C2)cc1OC (stereo unspecified)	3%	29	0%	-20%	-12%	-13%
CC(OC(=O)CC1CC2CCC1C2)C(=O)Nc1ccc(C(N)=O)cc1 (stereo unspecified)	0%	-1	.	5%	-14%	-18%
CSCCC(NC(=O)c1ccccc1)C(=O)OCC(=O)c1ccc[nH]1 (stereo unspecified)	-3%	?	-3%	-16%	-25%	-13%
Cc1ccc2c(CC(=O)Nc3ccc(N4CCN(C)CC4)cc3C)coc2c1	-10%	44	3%	-6%	42%	0%
N#Cc1ccc(C23CC4(C2)[C@H](CN(Cc2ccc(C(F)(F)F)cc2)[C@@H]4c2ccccc2)C3c2ccc(Cl)nc2)cc1 (stereo partly specified)	.	2	5%&5%	2%	-4%	-34%
O=C(NC(=S)Nc1cccc([N+](=O)[O-])c1)c1ccco1	6%	10	-24%	-8%	-20%	1%
CC(=O)c1ccc(NC(=O)CNCc2cccs2)cc1	-24%	33	?	-5%	-20%	5%
CC(C)CCN(C(=O)C1=COCCO1)c1c(N)n(Cc2ccccc2)c(=O)[nH]c1=O	-11%	-18	.	-16%	-15%	0%

Further records.
SMILES	AMA1 RON2 block	HCMV antiviral	Giardia FBPA inh	AmpC detergent	AmpC no deterg	Sm TGR inh
Cn1nnnc1SCC(=O)N(C1CCCCC1)C1CCS(=O)(=O)C1 (stereo unspecified)	0%	-25	9%	-5%	16%	-1%
COc1cccc(/C=C/c2onc(C)c2S(=O)(=O)N2CCC(C(=O)N3CCC(C)CC3)CC2)c1	.	0	.	5%	.	13%
Cc1cccc(C)c1NC(=O)CS(=O)(=O)c1nc(-c2ccc(Cl)cc2)cn1-c1ccccc1	.	14	.	0%	.	4%
COCCSc1ccccc1C(=O)Nc1ccc(Cl)cc1	-28%	?	-3%	3%	-25%	-2%
COC(=O)c1c(NC(=S)NNC(=O)c2ccc(Cl)s2)sc(C(=O)N(C)C)c1C	43%[activator]	-24	.	3%	-31%	4%
COc1ccc(-n2c(=O)c3c(c4cc(OC)ccc4n3C)n(Cc3ccc(F)cc3Cl)c2=O)cc1	.	19	.	1%	.	0%
CCCCSc1nnc2nc(C)cc(C)n12	30%	-9	-1%	?	-6%	?
COc1ccc(N2CCN(CCNC(=O)Nc3cc(Cl)ccc3Cl)CC2)cc1	-4%	.	0%	4%	-6%	11%
CCOc1ccccc1NC(=O)C1CCN(S(=O)(=O)c2ccc(Br)cc2)CC1	.	4	.	4%	.	1%
COc1ccc(NC(=O)Cn2c(=O)n(CC3CCCO3)c(=O)c3cc(OC)c(OC)cc32)c(OC)c1 (stereo unspecified)	11%	9	8%	-2%	1%	7%
CCN(CC(=O)Nc1c(F)cccc1F)C(=O)CNC(=O)c1cccs1	20%	20	.	-17%	-1%	-3%
Cc1ccc(-n2c(O)c(/C=N/N3CCOCC3)c(=O)[nH]c2=S)cc1	11%	10	-19%	-13%	-9%	-2%
COc1ccc(NC(=O)CN(C)S(=O)(=O)c2ccc(Br)s2)cc1OC	0%	?	-2%	-2%	-4%	-1%
CCN(C(C)=O)c1cccc(-c2ccnc3c(C#N)cnn23)c1	.	.	-4%	-15%	-16%	2%
O=C1c2ccccc2N2C(=O)c3ccccc3C2N1Cc1ccco1 (stereo unspecified)	-20%	.	14%	-5%	-30%	14µM*
Cc1ccc(NC(=O)C2CCCN(c3ncnc4c3nc3n4CCCCC3)C2)c(Br)c1 (stereo unspecified)	.	1	.	19%	.	6%
CC(=O)Nc1ccc(NC(=O)Cn2cnc3c(cnn3C(C)(C)C)c2=O)cc1	-8%	106	0%	3%	-23%	1%
O=C1C(Cc2ccccc2)Nc2ncnc(N3CCN(c4ccccc4)CC3)c2N1Cc1ccc(Cl)cc1 (stereo unspecified)	-15%	16	.	?	-18%	-35%
COc1ccc(-n2nc(C(=O)N3CCN(c4ccccc4OC)CC3)c3c4ccccc4n(C)c3c2=O)cc1Cl	.	19	.	1%	.	-3%

No enrichment for hits (roughly 7.8% active in at least one column).
